Screening results from PubChem BioAssay.
SF-1 act – SF-1 (human) activation; Q13285; CHO-K1 Gal4-SF-1 LBD luciferase reporter; % increase over DMSO SF-1-specific signal; activation, % at 10 µM; actives 1.9% (n = 65,000); AID 522;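 active means activation above the mean activation of all tested compounds plus 3 SD, cut at about 50% in these data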
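System: CHO-K1 cells with Gal4–hSF-1 LBD chimera plus Gal4-driven luciferase; quantity: 4,000 CHO-K1 cells per well; compound: one dose, 10 µM compound, 1% DMSO; times: 20 h compound treatment, 37 °C; measured by: SteadyLite luciferase luminescence; read-out: percent activation versus DMSO; benchmarks: DMSO and mock-transfected background; replicates: one test per compound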
tolC growth inh – blocks growth of E. coli BW25113 tolC mutant | AID 573 | OD615 | actives 2.2% (n = 65,000) | growth inhibition, % at 10 µM (by protocol);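 active means growth inhibition at or above a cutoff equal to the mean over every tested compound plus 3 SD, cut at about 60% in these data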;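 further: growth measured after 20 h incubation at 37 °C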
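signal = optical density read at 615 nm | test system = E. coli ΔtolC::kan strain BW25113 | timing = 20 h compound exposure of bacteria at 37 °C | buffer or medium = LB medium plus 50 µg/mL kanamycin | compound dosing = 10 µM final, single dose | evaluation = % inhibition of E. coli growth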
5HT1E antag – blocks the human 5-HT1E serotonin receptor | P28566 | CHO 5-HT1E Ga15 NFAT-bla reporter, FRET, antagonist | inhibition, % at 6 µM | actives 0.99% (n = 65,000) | AID 571;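 active means inhibition above a set limit, the mean inhibition across every tested compound plus 3 SD, cut at about 29% in these data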;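 further: signal is the 460 over 535 nm emission ratio of beta-lactamase substrate; 0% = agonist plus DMSO wells and 100% = wells without agonist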
RORA act – RORA (human) activation; AID 560; CHO-K1 Gal4-RORA LBD luciferase reporter, luminescence; percent increase over mock-subtracted basal signal; activation, % at 10 µM; actives 1.5% (n = 65,000); P35398;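 active means activation above the mean of all tested compounds plus 3 SD, cut at about 49% in these data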;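 further: 0% = DMSO-treated RORA cells and 100% = added signal equal to DMSO minus mock-transfected cells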
Target sequence (P35398 whole entry, looked up, the tested form may be a part): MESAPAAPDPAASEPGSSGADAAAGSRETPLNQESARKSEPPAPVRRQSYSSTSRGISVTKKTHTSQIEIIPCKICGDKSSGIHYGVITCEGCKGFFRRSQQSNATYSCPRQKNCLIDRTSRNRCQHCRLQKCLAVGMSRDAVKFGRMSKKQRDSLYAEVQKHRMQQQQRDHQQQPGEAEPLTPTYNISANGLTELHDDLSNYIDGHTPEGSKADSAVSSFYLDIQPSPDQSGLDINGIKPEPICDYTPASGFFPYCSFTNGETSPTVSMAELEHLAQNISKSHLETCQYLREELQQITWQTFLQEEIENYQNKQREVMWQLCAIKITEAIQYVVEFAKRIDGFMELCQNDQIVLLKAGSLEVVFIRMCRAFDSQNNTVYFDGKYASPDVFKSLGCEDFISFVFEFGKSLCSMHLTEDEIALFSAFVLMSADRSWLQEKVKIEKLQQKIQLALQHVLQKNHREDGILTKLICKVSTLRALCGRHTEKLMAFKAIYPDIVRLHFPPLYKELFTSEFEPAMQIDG
5HT1a antag – antagonists of human 5-HT1a serotonin receptor | CHO 5-HT1a Ga15 NFAT-bla reporter, antagonist mode | inhibition, % at 10 µM | actives 0.68% (n = 62,000);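 active means inhibition above the mean of all tested compounds plus 3 SD, cut at about 43% in these data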;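 further: receptor stimulated by 5-CT agonist at 100 nM near EC80; beta-lactamase reporter measured by ratiometric fluorescence of a cleavable substrate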
Target sequence (P08908 whole entry, looked up): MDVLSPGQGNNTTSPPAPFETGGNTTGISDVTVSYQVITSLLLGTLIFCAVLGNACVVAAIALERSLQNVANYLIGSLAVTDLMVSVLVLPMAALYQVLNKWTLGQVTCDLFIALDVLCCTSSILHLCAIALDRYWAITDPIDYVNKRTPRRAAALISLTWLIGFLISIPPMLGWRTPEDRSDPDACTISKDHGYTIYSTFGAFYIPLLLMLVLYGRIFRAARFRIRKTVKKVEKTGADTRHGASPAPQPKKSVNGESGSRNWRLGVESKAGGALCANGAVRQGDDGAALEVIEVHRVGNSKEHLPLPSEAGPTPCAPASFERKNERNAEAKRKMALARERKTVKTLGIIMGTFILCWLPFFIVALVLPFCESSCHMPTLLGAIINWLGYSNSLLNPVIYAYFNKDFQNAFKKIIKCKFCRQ
NADH coupling – inhibition of NAD/NADH coupling enzymes, library profiling; coupled PK/LDH NADH assays, four targets; IC50, µM (series often up to 10 µM), for the others: at the top dose inhibition; actives 0.02% (n = 65,000); AID 774;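 active means single-dose screening hits from any of four coupled enzyme assays that gave an IC50 when retested across doses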;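 further: the DPM-DC format reads NADH fluorescence rather than 340 nm absorbance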
MMP13 inh – blocks human MMP13 activity. P45452. MMP-13 fTHP FRET cleavage, Mca fluorescence. inhibition, % at 4 µM. actives 0.07% (n = 65,000);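 active means inhibition above the mean of compound-free control plate wells plus 3 SD, cut at about 14% in these data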;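 further: 0% = DMSO wells and 100% = wells with reference MMP-13 inhibitor after basal subtraction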
5HT1E ag – 5-HT1E (human) receptor agonism; activation, % at 6 µM; P28566; CHO 5-HT1E Ga15 NFAT-bla reporter, FRET; 0% DMSO wells, 100% control agonist wells; actives 0.69% (n = 65,000);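 active means activation above a set limit, the screen-wide mean activation plus 3 SD, cut at about 8.5% in these data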;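 further: 100% = positive control agonist at 1 µM giving full maximal response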
HTR1A agonist – activates the human 5-HT1a serotonin receptor. P08908. CHO 5-HT1a Ga15 NFAT-bla reporter, FRET ratio; 0% basal, 100% maximal reference agonist. activation, % at 10 µM. actives 0.56% (n = 65,000). AID 567;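 active means activation above the screen-wide mean activation plus 3 SD, cut at about 19% in these data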;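 further: 0% = DMSO wells and 100% = 5-CT at EC100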
* = called active by the depositor; · = no result given; [ ] = dose if it differs, or a comment.

SMILES	SF-1 act	tolC growth inh	5HT1E antag	RORA act	5HT1a antag	NADH coupling	MMP13 inh	5HT1E ag	HTR1A agonist
CSc1nc2ccc3nc(NC(=O)c4cccs4)sc3c2s1	64.1*	-10.8	13.7	38.7	-13.0	10.0%[fluoresces]	-10.4	-0.4	-2.0
CCCc1nc2ccccc2c(C(=O)OC2CCOC2=O)c1CC (centres undefined)	4.8	-5.0	5.1	7.4	12.8	6.0%	6.9	1.0	-0.7
O=C(COc1ccc(F)cc1Br)N1CCc2ccccc21	51.2*	-10.7	2.2	29.8	0.8	5.0%	-5.0	-0.1	-1.1
CCC(CC)NCc1ccc(OC)cc1OC	-4.3	6.5	-5.7	-13.6	-17.4	3.0%	-5.4	0.6	0.7
COc1ccc2cnn(CCOc3ccccc3)c(=O)c2c1OC	30.0	4.7	12.7	14.5	2.7	5.0%	2.2	-0.3	2.8
CCC(c1nnnn1Cc1ccco1)N1CCN(C(=O)c2ccco2)CC1 (centres undefined)	6.3	-10.9	0.5	-6.8	11.9	9.0%	-3.4	-1.2	5.0
COC(=O)Oc1nsnc1N1CCOCC1	10.7	-22.5	1.7	-4.5	8.2	9.0%	3.5	0.0	-2.2
Cc1csc(NC(=O)C(CC(C)C)NS(=O)(=O)c2ccc3c(c2)oc(=O)n3C)n1 (centres undefined)	39.0	7.6	4.0	-0.5	-7.6	6.0%	0.5	0.5	-1.1
Cc1ccccc1OCC(=O)Nc1ccc2c(c1)OCO2	-13.4	0.0	2.4	-2.9	6.9	8.0%	-1.7	-0.7	-3.9
CCOC(=O)c1ccc(-n2c(N)c(C(=O)NCc3ccco3)sc2=S)cc1	1.1	30.6	5.5	14.6	12.0	1.0%	2.1	-0.4	-2.7
Cc1cc(C)cc(-n2c3nc4ccccc4nc3c3c(=O)n(Cc4ccco4)cnc32)c1	-12.7	4.5	0.3	9.8	·	0.0%	-17.0	-0.5	-0.4
O=C(CSc1nnnn1C1CCCCC1)NCc1ccc2c(c1)OCO2	-4.4	6.5	-5.0	-14.9	-5.6	6.0%	-4.4	-0.2	-0.1
CN(Cc1ccccc1)S(=O)(=O)c1ccc(C(=O)Nc2nnc(C3CC3)o2)cc1	-9.4	99.7*	-0.9	7.2	7.7	4.0%	-0.9	-0.3	-0.4
C=CCN(C(=O)CSc1nc2[nH]ncc2c(=O)n1-c1ccccc1OC)c1ccccc1	-2.8	19.8	2.9	-13.1	-0.8	4.0%	-1.7	1.4	-1.4
COc1cc(C(c2sc3nc(C)nn3c2O)N2CC(C)CC(C)C2)cc(OC)c1OC (centres undefined)	-4.1	7.6	8.3	-7.1	14.9	2.0%	3.2	0.0	-0.8
c1ccc2c(c1)oc1c(NCCCn3ccnc3)ncnc12	1.1	-7.4	3.0	-10.2	-5.4	2.0%	-12.7	0.5	-1.1
Cc1ncc2c(c1OC(=O)c1ccccc1)COC(C)(C)OC2	-4.4	0.5	-1.8	2.7	19.3	6.0%	-2.7	-1.1	-0.2
Cc1c(C(=O)O)oc2ccc(S(=O)(=O)NCc3ccc(F)cc3)cc12	-11.0	1.3	0.9	-13.7	-3.9	4.0%	-3.4	-0.3	-4.6
O=C(C1CC2CCC1C2)N1CCN(Cc2ccc3c(c2)OCO3)CC1 (centres undefined)	0.5	3.4	-20.3	11.3	-2.6	4.0%	-1.5	-0.7	-0.2
O=C(NCc1ccccn1)C1CCN(S(=O)(=O)c2ccccc2)CC1	-9.3	-3.0	9.1	-10.8	9.2	4.0%	7.8	0.2	-0.1
Cn1c(N2CCCCC2)nc2c1c(=O)[nH]c(=O)n2C	-3.9	-21.5	-2.7	-1.3	0.7	5.0%	-0.3	0.2	0.0
Cn1c(NCC2CCCO2)nc2c1c(=O)n(Cc1ccccc1)c(=O)n2C (centres undefined)	14.2	14.5	6.0	-1.5	-10.9	8.0%	-0.9	0.2	1.0
COc1ccc(CNC(=O)C(C)N(Cc2ccco2)C(=O)c2snc(C(N)=O)c2N)cc1 (centres undefined)	1.1	·	4.1	-8.9	5.3	13.0%	-5.3	-0.1	0.6
COc1cccc(C2CC(c3ccccc3OC)n3ncnc3N2)c1 (centres undefined)	-2.5	13.9	3.8	-2.8	-0.1	4.0%	-6.2	-0.7	-2.2
CC1CCCN(C(=O)Cn2c(=O)oc3ccccc32)C1 (centres undefined)	-14.6	-10.8	-16.9	-12.4	-13.3	0.0%	-3.0	0.6	-2.3
SMILES	SF-1 act	tolC growth inh	5HT1E antag	RORA act	5HT1a antag	NADH coupling	MMP13 inh	5HT1E ag	HTR1A agonist
O=C(COC(=O)c1ccc(Br)o1)Nc1ccc(S(=O)(=O)N2CCCC2)cc1	-4.8	9.7	-1.2	-14.9	6.8	3.0%	0.2	-0.5	-2.6
Oc1ccc(-c2nc3ncccn3c2Nc2ccc3c(c2)OCCO3)cc1	4.4	25.6	4.9	9.6	6.7	9.0%	2.2	0.1	0.6
COc1cc2nc(=S)n3[nH]c(CCn4c(C)nc5ccccc54)nc3c2cc1OC	-4.3	-6.6	-12.1	-5.1	-8.9	2.0%	-2.4	0.5	-3.0
CCCCN(C(=O)Cn1nnc2ccccc21)C(C(=O)NCc1ccco1)c1ccncc1 (centres undefined)	-9.1	10.1	-7.1	5.8	1.1	8.0%	0.2	-0.1	-0.9
CN(C)c1ccc(CN2CCCCCC2)cc1	-8.5	16.1	10.2	2.3	-0.1	6.0%	4.2	-0.2	2.7
CCOC(=O)CSc1nc(NCc2ccco2)c2ccccc2n1	-4.5	12.4	6.2	1.4	15.9	3.0%	2.4	-0.9	-0.4
Cc1cc(C(=O)N2CCCc3ccccc32)no1	-9.6	-15.9	1.0	-9.0	-4.3	4.0%	4.3	0.0	0.0
CCOC(=O)N1CCC(NC(=O)CCS(=O)(=O)c2ccc3c(c2)CCN3C(C)=O)CC1	5.7	-17.5	-6.9	-13.6	-5.1	7.0%	-0.2	0.3	-0.5
CC(C)(Oc1ccc(Cl)cc1)C(=O)NCCCn1ccnc1	-10.2	-6.0	5.8	37.7	-5.6	4.0%	-1.6	-1.8	4.2
Cc1ccc(-n2c(SCC(=O)OC(C)C)nnc2-c2ccccn2)cc1	42.7	1.0	2.5	-10.9	14.5	4.0%	-2.2	-0.5	0.6
C=CCn1c(-c2cccs2)nc2ccccc21	-4.5	2.9	5.0	17.0	5.7	8.0%[fluoresces]	-115.8[fluorescence artefact?]	0.2	0.1
CSc1nc2ccc(S(=O)(=O)N3CCc4ccccc43)cc2s1	-8.1	12.3	3.6	-10.7	18.0	3.0%	1.4	0.9	-1.3
O=C1CCN(S(=O)(=O)c2ccccc2)C2CCCCC12 (centres undefined)	-8.4	-5.6	11.5	-3.7	4.3	6.0%	-2.6	1.2	-0.9
Cc1c(NC(=O)c2nn(C)c(=O)c3ccccc23)c(=O)n(-c2ccccc2)n1C	1.7	-18.4	-8.1	-11.0	-5.2	2.0%	-2.3	-0.9	-3.1
Clc1ccc(NCn2cncn2)nc1	-15.9	-1.6	-7.9	7.5	-7.2	7.0%	0.3	0.9	0.1
O=C(c1cc(-c2ccco2)on1)N1CCCc2ccccc21	-8.3	9.8	-11.0	-12.1	0.4	29.0%	0.9	-0.2	-5.8
CCOC(=O)N1CCN(C(=O)CS(=O)(=O)Cc2nc(-c3ccccc3C)oc2C)CC1	-0.1	4.6	-16.3	-10.8	-0.5	2.0%	8.3	-0.2	0.0
CCOC(=O)c1ccc2ncc(C(=O)OCC)c(NCc3ccco3)c2c1	11.2	21.5	8.2	14.6	37.7	12.0%[fluoresces]	-153.7[fluorescence artefact?]	0.0	0.6
C=CCn1c(=O)/c(=C\c2ccsc2)s/c1=C(/C#N)C(=O)NCCN1CCOCC1	-8.6	-7.7	-1.7	-2.8	-3.0	6.0%	0.7	-0.4	0.4
O=C(c1cc2ccccc2oc1=O)N(Cc1cccs1)C1CCS(=O)(=O)C1 (centres undefined)	25.9	-13.9	-2.0	-11.5	-0.4	7.0%	3.4	0.8	1.3
Cn1c(C(=O)NC2CCCCC2)cc2c(=O)n(C)c3ccccc3c21	-9.6	7.6	-5.6	2.3	-1.8	7.0%	-6.8	-0.7	-3.0
CCOC(=O)Cc1[nH]nc2c1C(c1cc(OC)ccc1OC)C(C#N)=C(N)O2 (centres undefined)	17.7	1.6	-10.0	3.2	·	3.0%	1.9	-0.7	0.1
Cc1ccc(CNC(=O)C(C)OC(=O)c2ccco2)cc1 (centres undefined)	2.9	-25.6	16.2	-9.2	10.0	2.0%	0.9	-1.9	-4.1
COc1cc(C2C(C(=O)c3ccc(C)o3)=C(O)C(=O)N2c2cc(C)on2)cc(OC)c1OC (centres undefined)	4.8	8.7	0.1	9.6	·	2.0%	-1.1	-1.1	0.9
CC(C)C1N=C2c3ccccc3N=C(SCC(=O)NCCc3ccc(S(N)(=O)=O)cc3)N2C1=O (centres undefined)	-4.7	-13.2	-13.9	28.3	-52.8	7.0%	-28.7	-0.3	-1.6

Continued, overlapping the part above by 3 compounds.
SMILES	SF-1 act	tolC growth inh	5HT1E antag	RORA act	5HT1a antag	NADH coupling	MMP13 inh	5HT1E ag	HTR1A agonist
Cc1ccc(CNC(=O)C(C)OC(=O)c2ccco2)cc1 (centres undefined)	2.9	-25.6	16.2	-9.2	10.0	2.0%	0.9	-1.9	-4.1
COc1cc(C2C(C(=O)c3ccc(C)o3)=C(O)C(=O)N2c2cc(C)on2)cc(OC)c1OC (centres undefined)	4.8	8.7	0.1	9.6	·	2.0%	-1.1	-1.1	0.9
CC(C)C1N=C2c3ccccc3N=C(SCC(=O)NCCc3ccc(S(N)(=O)=O)cc3)N2C1=O (centres undefined)	-4.7	-13.2	-13.9	28.3	-52.8	7.0%	-28.7	-0.3	-1.6
COCc1cc(=O)[nH]c(Nc2nc3ccccc3o2)n1	-7.2	0.2	15.6	15.4	·	2.0%	2.6	-1.3	-0.5
O=c1cccc(-c2ccc(Br)cc2)o1	-4.9	-12.5	4.7	-8.5	-7.2	4.0%	1.5	0.8	-1.4
CCOCCCNC(=O)C1CCN(S(=O)(=O)CC)CC1	-5.0	-16.0	8.3	-21.4	1.3	8.0%	3.8	0.5	-2.0
O=C(c1ccco1)N1CCN(CC(O)COc2ccc3oc4ccccc4c3c2)CC1 (centres undefined)	-8.8	24.7	-14.1	-12.1	0.1	5.0%	4.2	0.5	29.1*
CC1=C(C(=O)Nc2ccc(Cl)cc2)C(c2ccco2)NC(=O)N1 (centres undefined)	-2.6	4.6	0.8	3.0	10.8	5.0%	-4.6	-1.3	0.3
COC1(c2cc(-c3ccccc3)nc(N)n2)CCCCC1	7.3	42.2	-9.1	-0.2	-6.5	2.0%	-7.1	1.1	-0.9
CC1(C)CC(=O)C(C=Nc2ccc3[nH]ncc3c2)=C(O)C1	79.1*	-6.7	18.4	17.9	17.4	5.0%	-9.0	0.2	-2.8
S=c1[nH]nc(Cc2c[nH]c3ccccc23)o1	-20.4	-21.6	0.1	-23.0	21.4	4.0%	-0.1	-1.1	0.5
CCCCCn1c(CN2CCN(C(=O)c3ccco3)CC2)nc2c1c(=O)n(C)c(=O)n2C	12.9	-3.2	0.5	17.2	-0.4	3.0%	-0.8	1.1	-1.0
